# Source: PubChem BioAssay
# PAD4 inh = PAD4 (human) enzyme inhibition; Q9UM07; recombinant PAD4, RCA probe fluorescence polarization; inhibition, % at 6.36 µM; 330,000 compounds, 0.41% hits; AID 485272;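 active = percent inhibition above a cutoff equal to the mean of all tested compounds plus 3 SD, cut at about 15% in these data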;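 also: 0% = PAD4 with RCA probe and DMSO and 100% = probe without PAD4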
# LYPLA1 inh = LYPLA1 (human) inhibition in PME1 counter-screen; recombinant LYPLA1, FP-Rh probe fluorescence polarization; inhibition, % at 5.9 µM; O75608; 320,000 compounds, 0.16% hits;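 active = inhibition above the mean of all tested compounds plus 3 SD, set per campaign, cut at about 14% in these data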;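 also: inhibitors block serine hydrolase probe labeling of LYPLA1 so polarization falls; 0% = enzyme with DMSO and 100% = wells lacking LYPLA1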
# pPAFAH inh = pPAFAH (human) enzyme inhibition; AID 463082; inhibition, % at 3.39 µM; recombinant pPAFAH, FP-rhodamine probe fluorescence polarization; 330,000 compounds, 1.5% hits;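 active = inhibition above the mean inhibition across the screen plus 3 SD, cut at about 25% in these data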;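 also: inhibitors block binding of the rhodamine activity-based probe so polarization drops; 0% = enzyme with DMSO and 100% = wells lacking pPAFAH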
# LYPLA2 inh = LYPLA2 (human) inhibition in PME1 counter-screen | O95372 | recombinant LYPLA2, FP-Rh probe fluorescence polarization | inhibition, % at 5.9 µM | 320,000 compounds, 0.38% hits | AID 2177;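 active = inhibition above the screen-wide mean plus 3 SD, limit set per campaign, cut at about 26% in these data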;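 also: 0% = LYPLA2 with DMSO and 100% = wells lacking LYPLA2 enzyme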
# PAFAH1B2 inh = inhibitors of human PAFAH1B2 | P68402 | recombinant PAFAH1B2, FP-rhodamine activity probe, fluorescence polarization | inhibition, % at 3.39 µM | 340,000 compounds, 1.2% hits | AID 492953;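 active = inhibition above the mean of all tested compounds plus 3 SD, cut at about 24% in these data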;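 also: 0% = enzyme with DMSO and 100% = wells lacking PAFAH1B2; many of its hits are not listed in these tables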
# GSTO1 counter = counter-screen for RBBP9 inhibitors: inhibitors of human GSTO1; 300,000 compounds, 1.1% hits; recombinant GSTO1, activity-based probe fluorescence polarization; AID 1974; P78417; inhibition, % at 5.96 µM;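 active = inhibition above the campaign mean inhibition plus 3 SD, cut at about 35% in these data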;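 also: 0% = GSTO1-1 with DMSO and 100% = wells lacking GSTO1-1 enzyme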
# PREPL inh = inhibits the human prolyl oligopeptidase-like enzyme; Q4J6C6; recombinant PREPL, fluorescence polarization activity-based probe; inhibition, % at 5.96 µM; 320,000 compounds, 0.68% hits; AID 2751; in the data active = inhibition above about 43%;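 also: 0% = enzyme with DMSO and 100% = wells lacking enzyme; many of its hits are not listed in these tables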
# Target sequence (Q4J6C6 whole entry, looked up): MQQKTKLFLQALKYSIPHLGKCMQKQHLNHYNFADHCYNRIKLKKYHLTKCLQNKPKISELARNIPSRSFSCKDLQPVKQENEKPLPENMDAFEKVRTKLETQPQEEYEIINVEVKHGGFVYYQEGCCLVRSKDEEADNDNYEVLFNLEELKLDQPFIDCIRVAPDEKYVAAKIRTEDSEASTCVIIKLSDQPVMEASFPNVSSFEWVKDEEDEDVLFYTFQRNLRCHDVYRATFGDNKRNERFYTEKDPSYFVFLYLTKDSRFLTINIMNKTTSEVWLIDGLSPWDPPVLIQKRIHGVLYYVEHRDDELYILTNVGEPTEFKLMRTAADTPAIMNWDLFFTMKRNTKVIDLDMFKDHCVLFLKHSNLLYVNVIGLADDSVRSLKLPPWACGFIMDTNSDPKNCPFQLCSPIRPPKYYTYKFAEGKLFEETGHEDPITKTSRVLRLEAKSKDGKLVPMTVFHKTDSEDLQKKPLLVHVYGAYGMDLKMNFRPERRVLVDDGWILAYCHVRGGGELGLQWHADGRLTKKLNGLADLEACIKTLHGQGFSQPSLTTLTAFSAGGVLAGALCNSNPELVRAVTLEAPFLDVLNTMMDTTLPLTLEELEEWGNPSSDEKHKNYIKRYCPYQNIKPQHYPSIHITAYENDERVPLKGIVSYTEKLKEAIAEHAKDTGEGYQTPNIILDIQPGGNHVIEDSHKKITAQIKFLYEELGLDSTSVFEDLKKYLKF
# PAFAH1B3 FP inh = blocks human PAF acetylhydrolase 1B catalytic subunit 3. Q15102. recombinant PAFAH1B3, FP-rhodamine probe, fluorescence polarization. inhibition, % at 3.39 µM. 340,000 compounds, 0.28% hits. AID 492972;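 active = inhibition above the screen-wide average of all tested compounds plus 3 SD, cut at about 25% in these data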;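 also: 0% = enzyme with DMSO only and 100% = wells lacking PAFAH1B3 protein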
# Target sequence (Q15102 whole entry, looked up): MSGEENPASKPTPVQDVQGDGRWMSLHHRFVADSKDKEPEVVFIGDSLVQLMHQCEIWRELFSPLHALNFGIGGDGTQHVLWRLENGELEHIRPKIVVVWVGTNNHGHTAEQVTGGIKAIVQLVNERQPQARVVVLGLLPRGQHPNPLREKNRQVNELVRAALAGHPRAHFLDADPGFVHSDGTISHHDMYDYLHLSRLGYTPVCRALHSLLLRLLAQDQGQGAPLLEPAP
# PME-1 inh = PME-1 (human) inhibition; AID 2130; recombinant PME-1, FP-Rh probe fluorescence polarization; inhibition, % at 5.9 µM; 320,000 compounds, 0.53% hits;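 active = inhibition above the campaign mean of all compounds plus 3 SD, cut at about 26% in these data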;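 also: competitive labeling of PME-1 active site by serine hydrolase directed probe; 0% = PME-1 with DMSO and 100% = wells lacking PME-1 enzyme; inhibitors block probe labeling so polarization falls and inhibition rises; many of its hits are not listed in these tables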
# Active calls of the source: *; · = no result given. Not all compounds are listed (hit frequency here may not be typical).
SMILES,PAD4 inh,LYPLA1 inh,pPAFAH inh,LYPLA2 inh,PAFAH1B2 inh,GSTO1 counter,PREPL inh,PAFAH1B3 FP inh,PME-1 inh
Cc1cc2c(Nc3cccc(O)c3)ncnc2s1,-9,-1,-3,3,1,0,1,6,6
CC(NC(=O)C(=O)NCCC1=CCCCC1)c1ccccc1 (centres undefined),2,-2,1,-5,9,2,1,6,0
CCc1ccc(C(=O)CCC(=O)Nc2ccc(OC)c(S(=O)(=O)N3CCCCC3)c2)cc1,-2,-7,5,-3,-2,·,18,-6,-7
O=C1CC2(CCCC2)C(=O)N1CN1CCN(S(=O)(=O)c2ccc(F)cc2F)CC1,-3,·,0,·,0,·,5,4,·
CC(C)(C)c1ccc(Cn2nc(CC(=O)O)c3ccccc3c2=O)cc1,-5,-2,2,-2,4,-7,-2,-1,-5
COC(=O)c1oc(-c2ccccc2)nc1C,2,2,3,3,8,14,14,0,0
COc1ccc(OC)c(-n2c(=S)[nH]c3cc(C(=O)N4CCC(C(N)=O)CC4)ccc3c2=O)c1,-2,-1,1,2,4,-5,3,10,7
NC(=O)C1CCN(C(=S)NCc2ccc3c(c2)OCO3)CC1,-4,3,-1,4,0,0,14,6,1
CCOC(=O)c1csc(N)n1,7,6,-1,14,-2,0,2,-2,9
CCCc1cc(C(=O)NCc2cccs2)no1,3,-1,-2,-7,8,2,8,4,-5
Cc1cc(C)nc(-n2nc(C)cc2NC(=O)c2ccc(S(=O)(=O)N3CCOCC3)cc2)n1,0,2,5,7,·,0,-6,·,4
O=C(c1cc(-c2ccc(Cl)cc2)n(-c2ccc(Cl)cc2)n1)N1CCOCC1,-8,5,5,7,6,10,-38,4,4
O=C(COC(=O)c1nc(Cl)ccc1Cl)Nc1ccc(Cl)cc1,-2,-4,13,-4,0,·,4,0,-3
CCN(CC)S(=O)(=O)c1ccc2[nH]cc(C(=O)NCCc3ccc(OC)c(OC)c3)c(=O)c2c1,1,2,2,2,5,8,4,4,-2
CCOC(=O)c1nnc(-c2ccc(C)cc2)nc1Sc1cccc(Cl)c1,-6,0,-3,2,-7,0,-10,0,2
COC(CNC(=O)CNC(=S)N(CCCN1CCOCC1)Cc1cccs1)OC,-6,2,-2,0,1,-1,15,1,-1
COc1cccc2cc(C(=O)N(Cc3ccccc3)CC3CCCO3)c(=O)oc12 (centres undefined),-1,-1,1,-1,1,-1,-4,0,-6
CC(C)C1NC2(C(=O)c3ccccc3C2=O)C2C(=O)N(c3ccc(F)cc3)C(=O)C12 (centres undefined),-9,1,-2,-1,3,2,3,1,3
CS(=O)(=O)c1ccc(Oc2ccc(-c3nnco3)cc2)c([N+](=O)[O-])c1,-1,0,-2,3,4,9,13,1,2
CCOc1ccc(S(=O)(=O)N(CC)CC(=O)NC2CC2)cc1,-3,-2,-2,3,2,-6,-8,3,-3
CC(C)OC(=O)c1cc(NC(=O)C2C3CCC(O3)C2C(=O)O)cc(C(=O)OC(C)C)c1 (centres undefined),2,-3,0,9,0,4,-2,5,3
OCC[C@@H]1C[C@H](O)[C@@H](O)[C@@]2(CCCCO2)O1,0,0,1,-2,0,3,2,-7,-1
Cc1cccc(COc2ccccc2C(=O)NC2CCC(O)CC2)c1 (centres undefined),-3,-1,5,-4,4,-8,-1,9,-3
O=C(CNC(=O)c1ccc(Oc2ccccc2)cc1)OCc1ccc(Br)cc1,-3,-4,4,-20,7,1,-19,-3,0
C[C@H](NC(=O)c1[nH]cnc1C(=O)N[C@H](C)c1ccccc1)c1ccccc1,2,0,4,2,6,·,-2,3,9

# An excerpt from above in order of molar mass, falling.
SMILES,PAD4 inh,LYPLA1 inh,pPAFAH inh,LYPLA2 inh,PAFAH1B2 inh,GSTO1 counter,PREPL inh,PAFAH1B3 FP inh,PME-1 inh
COc1ccc(OC)c(-n2c(=S)[nH]c3cc(C(=O)N4CCC(C(N)=O)CC4)ccc3c2=O)c1,-2,-1,1,2,4,-5,3,10,7
CCc1ccc(C(=O)CCC(=O)Nc2ccc(OC)c(S(=O)(=O)N3CCCCC3)c2)cc1,-2,-7,5,-3,-2,·,18,-6,-7
COC(CNC(=O)CNC(=S)N(CCCN1CCOCC1)Cc1cccs1)OC,-6,2,-2,0,1,-1,15,1,-1
CC(C)C1NC2(C(=O)c3ccccc3C2=O)C2C(=O)N(c3ccc(F)cc3)C(=O)C12 (centres undefined),-9,1,-2,-1,3,2,3,1,3
O=C(c1cc(-c2ccc(Cl)cc2)n(-c2ccc(Cl)cc2)n1)N1CCOCC1,-8,5,5,7,6,10,-38,4,4
COc1cccc2cc(C(=O)N(Cc3ccccc3)CC3CCCO3)c(=O)oc12 (centres undefined),-1,-1,1,-1,1,-1,-4,0,-6
CCOC(=O)c1nnc(-c2ccc(C)cc2)nc1Sc1cccc(Cl)c1,-6,0,-3,2,-7,0,-10,0,2
CC(C)(C)c1ccc(Cn2nc(CC(=O)O)c3ccccc3c2=O)cc1,-5,-2,2,-2,4,-7,-2,-1,-5
Cc1cccc(COc2ccccc2C(=O)NC2CCC(O)CC2)c1 (centres undefined),-3,-1,5,-4,4,-8,-1,9,-3
CC(NC(=O)C(=O)NCCC1=CCCCC1)c1ccccc1 (centres undefined),2,-2,1,-5,9,2,1,6,0
Cc1cc2c(Nc3cccc(O)c3)ncnc2s1,-9,-1,-3,3,1,0,1,6,6
OCC[C@@H]1C[C@H](O)[C@@H](O)[C@@]2(CCCCO2)O1,0,0,1,-2,0,3,2,-7,-1

# The listing continues:
SMILES,PAD4 inh,LYPLA1 inh,pPAFAH inh,LYPLA2 inh,PAFAH1B2 inh,GSTO1 counter,PREPL inh,PAFAH1B3 FP inh,PME-1 inh
S=C(NCCc1ccccc1)NC1CC2CCC(C1)N2Cc1ccccc1 (centres undefined),-2,-1,1,-2,1,2,5,-5,2
CC(C)=CCN1CCN(Cc2cnc(-c3ccccc3)s2)CC1CCO (centres undefined),-8,1,-5,2,0,0,22,6,-4
CSc1ccccc1C(=O)Nc1ncc(C)s1,-3,1,-1,4,0,3,5,-5,0
O=S(=O)(NC1CC1)c1ccc(Cl)cc1F,3,3,-2,2,10,2,4,10,4
COCCNC(=O)c1ccc2snnc2c1,1,-3,1,-3,3,2,3,6,-1
COC(=O)c1ccc(S(=O)(=O)N2C3CCC2CC(NC(=O)NC2CCCCC2)C3)cc1 (centres undefined),1,0,3,3,3,-7,0,4,6
COc1cccc(CN2CCNC(=O)C2CC(=O)N(Cc2cnn(C)c2)C(C)C)c1 (centres undefined),-5,0,6,9,6,4,10,7,-1
OC(c1ccccc1)C(CN1CCOCC1)c1ccccc1 (centres undefined),5,2,2,5,6,-2,-5,1,-7
COc1ccc(OC)c2nc(-c3ccncc3)ccc12,0,-1,8,7,5,5,5,4,6
Cc1ccccc1NC(=O)Cn1c(CCC(=O)O)ccc1-c1cccs1,-7,-1,12,2,-1,-8,9,2,-6
NC1=NC(=O)/C(=C/c2cccc(-c3ccc(S(N)(=O)=O)cc3)c2)S1,-3,-8,-4,-15,-8,-10,-2,-11,-17
Cc1cc(C)c(C(=O)NCCCN2CCOCC2)c(C)c1,-6,1,3,-6,-5,3,8,10,-3
O=C(C[C@H]1C/C=C\CC[C@H](Cc2ccc(F)cc2)C(=O)OC[C@@H]2CCCN2C1=O)N[C@H](CO)Cc1ccccc1,8,·,6,·,4,·,21,12,·
COc1ccccc1CNC(=O)CCNS(=O)(=O)c1cccc2nsnc12,-1,2,-2,-10,-8,2,16,7,0
C=CCON1C(=O)c2ccccc2C1=O,4,0,5,3,7,8,4,9,0
COc1ccc(CC(=O)N(C)CC(=O)Nc2ccccc2SC)cc1,-6,0,-3,4,2,3,-10,6,2
CC(=O)c1cccc(NC(=O)c2ccc3c(c2)CCN3S(=O)(=O)c2ccccc2)c1,-4,-19,1,-26,-3,-17,-12,-1,-21
CCN(Cc1ccccc1)C(=O)C1CCN(S(=O)(=O)c2ccc3c(c2)OCCO3)CC1,-1,-3,-1,-2,3,2,9,-1,7
CCOc1ccc(/C=N/NC(=O)c2cc3c(OC)cccc3[nH]2)cc1,2,-7,13,6,0,12,2,3,-2
CC(C)(C)OC(=O)C[C@@H]1C/C=C\C[C@@H](CC(=O)N[C@@H](CO)Cc2ccccc2)C(=O)N2CCC[C@H]2COC1=O,1,·,1,·,3,·,5,9,·
O=C(NNS(=O)(=O)c1ccc(Cl)cc1)c1cc(-c2ccccc2)nc2ccccc12,-3,1,9,-2,60*,-6,-6,1,-4
COc1ccc(C(=O)NCC(c2cccs2)N2CCOCC2)cc1OC (centres undefined),0,-1,4,-1,2,·,3,13,-2
Cc1ccc(CNC(=O)C2CCC(=O)N(CCc3ccc(Cl)cc3)C2)s1 (centres undefined),0,-2,6,5,6,5,0,-1,7
CCOC(=O)CN1N=C(c2ccc(C)cc2)CCC1=O,0,-1,2,1,3,0,1,-2,2
CC(=O)C[C@H](O)CC(=O)[C@H]1OC(=O)[C@@H](C)CCCCc2ccccc21,-2,·,7,·,7,·,12,12,·

# (further entries)
SMILES,PAD4 inh,LYPLA1 inh,pPAFAH inh,LYPLA2 inh,PAFAH1B2 inh,GSTO1 counter,PREPL inh,PAFAH1B3 FP inh,PME-1 inh
CCn1c(=O)cc(SCC(=O)NCCCN2CCN(c3ccccc3F)CC2)c2ccccc21,-1,0,8,1,2,-7,4,8,-9
O=C(CNC(=S)N(Cc1ccccc1)Cc1cccnc1)NCc1ccccc1,-7,1,4,4,0,-1,-12,4,3
Cc1ccc(S(=O)(=O)NCc2ccco2)cc1C(N)=O,-2,0,5,2,2,-8,1,3,-3
N#CC1=C(N)N=C(SCc2ccccc2)C(C(N)=O)C12CCCCC2 (centres undefined),-2,-2,6,4,8,-7,17,3,-3
COc1ccc2c(c1)oc(=O)c1cc(OC)ccc12,-8,2,-5,-3,11,-10,-2,-1,-4
CCN(CC)Cc1c(C(=O)N/N=C(\C)c2ccncc2)nnn1-c1nonc1N,6,1,3,4,1,-1,16,5,0
CCOC(=O)CNS(=O)(=O)c1ccc(C)cc1,2,-4,2,2,4,12,19,3,-3
S=c1[nH]nc(-c2cc(-c3ccccc3)n[nH]2)n1/N=C/c1ccccc1,2,-2,6,-1,4,3,-8,4,0
COc1ccc(C)cc1NC(=O)NNC(=O)C1CCC(C(C)(C)C)CC1 (centres undefined),0,2,3,-3,13,-1,0,4,-6
CC(C(=O)Nc1nc2ccccc2s1)n1cc([N+](=O)[O-])cn1 (centres undefined),5,-1,-4,-3,0,28,-1,9,-6
S=c1[nH]nc(-c2ccc3ccccc3n2)n1-c1ccccc1,5,-3,6,2,3,0,2,6,-1
CC(C)CN(CC(C)C)C(=S)NC1CCCCC1,1,-4,3,-6,9,1,3,-2,1
CCC(c1nnnn1C1CCCC1)N1CCC(C(N)=O)CC1 (centres undefined),-8,0,-2,7,·,1,15,·,-5
